# Assay outcomes: PubChem BioAssay, National Center for Advancing Translational Sciences (NCATS)
# MmCpn inh = blocks the Methanococcus maripaludis chaperonin Mm-Cpn; purified Mm-Cpn ATPase, ADP Transcreener TR-FRET; Potency, µM (doses to about 76.9 µM), inactives show at the top dose activity, negative = inhibition, hits mostly inhibitors; hit rate 0.031% among 330,000; note: potency is the fitted concentration of half-maximal effect; % is set by controls: 0 for no effect and ±100 for the full control effect; nearly all actives have a fitted effect of over 80% in size
#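 Purified archaeal Mm-CPN (25nM final) preincubated 10 min at 37degC with compound, then 10uM ATP for 30 min at 37degC; ADP measured by HTRF Transcreener TR-FRET; buffer 30 mM TRIS pH 7.4, 100mM KCl, 5mM MgCl2, 1mM DTT.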
# TGFb SMAD3 inh = inhibitors of TGF-b signaling | HepG2 CAGA-GFP TGF-b/SMAD3 reporter, GFP fluorescence, 18 h; TGF-beta stimulated, 500 pg/mL final | Potency, µM (series often up to 46.1 µM), for inactives: at the top dose activity, negative = inhibition, usual class: inhibitors | hit rate 1.2% among 410,000; note: potency is the fitted concentration of half-maximal effect; % is set by controls: 0 for no effect and ±100 for the full control effect; nearly all actives have a fitted effect of over 65% in size
#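 HEPG2 CAGA-GFP, 1000 cells/well; 2 h settle, 37 C; cpd via pin tool; TGF-b 500 pg/mL final; 18 h, 37 C; GFP imaging ex488/em500-530; %Activity normalised to -TGF-b and +DMSO controls; CRC fit, curve class.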
# HepG2 tox = kills HepG2 cells in TGF-b inhibitor counter-screen; HepG2 CAGA-GFP viability, ATP luminescence, 18 h; hit rate 0.76% among 410,000; Potency, µM (titrated, usually from 46.1 µM), without a hit: at the top dose activity change, negative = cytotoxicity, usual class: cytotoxic; note: potency is the fitted concentration of half-maximal effect; some results filed as inactive show a strong effect at the top dose
#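 HepG2 CAGA-GFP cells (1000/well, DMEM with 1% FBS) received compound, then TGF-beta at 500 pg/mL final, and were incubated 18 hours at 37 degrees C. Viability was read by CellTiter-Glo luminescence. Media-only wells were set as complete cell-killing and DMSO as no toxicity.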
# Nrf2 ARE act = Nrf2 pathway activation; AREc32 ARE-luciferase reporter (MCF7-derived line), luminescence, 24 h; Potency, µM (series often up to 46.1 µM), for inactives: top-dose activation, actives largely listed as activators; hit rate 0.31% among 410,000; AID 624171; note: potency is the fitted concentration of half-maximal effect; % of control where 0% means no effect; nearly all actives have a fitted effect of over 65% in size
#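 Luminescent ARE reporter assay in AREc32_Fluc cells: overnight plating at 37 deg C, 24 hr compound incubation, Steady-Glo added, 30 min RT before reading.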
# Nrf2 block = inhibitors of Nrf2 signaling; AID 504444; Potency, µM (highest dose often 46 µM), for inactives: at the highest dose activity change, negative = inhibition, actives largely listed as inhibitors; hit rate 2.1% among 360,000; A549 ARE-Fluc reporter, luciferase luminescence, 18-24 h; note: potency is the fitted concentration of half-maximal effect; % is set by controls: 0 for no effect and ±100 for the full control effect; nearly all actives have a fitted effect of over 60% in size
#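 In this cell-based qHTS, ARE-driven firefly luciferase in A549 cells reports Nrf2 activity; the luminescent signal after BugLite lysis is the measured value, with a prior CellTiter-Fluor read for cell health.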
# Akt phos inh = blocks phosphorylation of Akt; Neuro2A IGF-stimulated pAkt S473 HTRF, 20 min; hits give low values; activity change, % for hits at 50 µM; hit rate 0.32% among 360,000; in the data active = activity change below about -80%; inconclusive = mostly about -51% to -80%; note: % is set by controls: 0 for no effect and ±100 for the full control effect
#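 Neuro2A cells in DMEM with 0.5% FBS, overnight at 37 deg C, given compound at single 50 µM final, then IGF (6 nM final) for 20 min at 37 deg C. Lysed; phospho-Akt Ser473 by HTRF after 24 h, 665/615 ratio.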
# A549 tox = kills or reduces viability of A549 cells in Nrf2 counter-screen; A549 ARE-Fluc cells, CellTiter-Fluor viability, 18-24 h; Potency, µM (doses to about 46 µM), inactives show at the highest dose activity change, negative = cytotoxicity, hits mostly inhibitors; hit rate 0.16% among 390,000; AID 504648; note: potency is the fitted concentration of half-maximal effect; % is set by controls: 0 for no effect and ±100 for the full control effect
#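 A549 ARE_Fluc cells in 5% FBS OPTI-MEM were exposed to compounds in concentration-response for 18-24 h at 37 deg C. Viability was read by CellTiter-Fluor fluorescence (Ex 405/Em 525) after 30 min, before the luciferase read.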
# Abeta yeast res = A-beta toxicity reversal in yeast. yeast expressing A-beta42, growth rescue, OD600, 48 h; response scale: 0% DMSO, 100% iron-clioquinol control. Potency, µM (series often up to 46.1 µM), inactives show at the highest dose growth rescue, most hits filed as activators. hit rate 0.063% among 410,000; note: potency is the fitted concentration of half-maximal effect; nearly all actives have a fitted effect of over 55% in size
#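 Yeast growth medium received pinned compounds, then yeast cells expressing toxic A-beta were added; plates incubated at 30 C for 48 hr. Growth read as absorbance at 600 nm, normalized to DMSO and equimolar FeCl3 plus clioquinol controls.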
# CCT chaperon mod = cytosolic chaperonin activity modulation; purified chaperonin ATPase assay, HTRF ADP detection, 30 min; activity change, % (test concentration not listed), hits read low; hit rate 0.3% among 360,000; in the data active = activity change below about -30%; note: % is set by controls: 0 for no effect and ±100 for the full control effect
#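 We incubate TRiC, 40 or 20 nM final, with library compounds at 76 uM and 10 uM ATP for 30 min at 37 °C. ADP formed is detected with Transcreener HTRF reagents after 30 min at room temperature.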
# * marks the source's active call; other numbers are inactive results; i = inactive; u = inconclusive; x = no result given; & = joins results of further samples; [ ] = dose if it differs, or a comment. Unless noted, calls come from the whole dose curve; as a rule, active = well fitted curve in the direction sought with a large enough effect; inconclusive = small, poorly fitted or top-dose-only effect, or another doubt; inactive = no such curve, though single readings can be large; an effect the other way counts as inactive or inconclusive.
SMILES,MmCpn inh,TGFb SMAD3 inh,HepG2 tox,Nrf2 ARE act,Nrf2 block,Akt phos inh,A549 tox,Abeta yeast res,CCT chaperon mod
Cc1ccc(NC(=O)C2CCN(C(=O)c3ccc(F)cc3)CC2)nc1,2%,-11%,-3%,-0.6%,-14%,i,0%,3%,0.4
O=C(CC1Oc2ccc(Cl)cc2NC1=O)NC1CCCCCC1 (stereo not given),1%,7%,0%,0.1%,-14%,i,-7%,-2%,-1.4
COC(=O)C1=CO[C@@H](OC2OC(CO)C(O)C(O)C2O)[C@@H]2C(CO)=CC[C@H]12 (stereo not given in full),-1%,7%,1%,0.1%,-1%,i,-4%,5%,0.4
Cc1nnc(SCC(=O)c2c[nH]c3ccccc23)n1C1CC1,u,-2%,-2%,2.3%,3%,i,-3%,4%,2.1
COc1ccc(/C=N/OC(=O)c2ccc(Cl)cc2)c(Cl)c1OC,-1%,18%,-11%,-0.4%,4%,i,-1%,15%,-0.8
Cc1nnc(NC(=O)CCn2cnc3ccccc3c2=O)s1,-1%,13%,47%,-0.6%,-18%,i,-4%,24%,-2.2
Nc1ccccc1Sc1c[nH]c2ccccc12,4%,u,-36%,6.7%,-2%,x,1%,u,0.8
COc1ccccc1CCN1CCCC(CN(C)C(=O)CCC(=O)N(C)C)C1 (stereo not given),-2%,7%,4%,0.0%,7%,i,5%,4%,0.7
O=c1[nH]c2ccc(NCc3ccccc3OCc3ccc(Cl)cc3)cc2[nH]1,-1%,u,-30%,9.8%,u,i,-17%,15%,2.0
O=S(=O)(c1cccc2nsnc12)N1CCN(c2ccc(F)cc2)CC1,1%,16%,8%,-0.2%,-10%,i,6%,3%,-1.1

# Taken from above:
# Entry of Cc1ccc(NC(=O)C2CCN(C(=O)c3ccc(F)cc3)CC2)nc1 under HepG2 tox: -3%
# Entry of Cc1nnc(NC(=O)CCn2cnc3ccccc3c2=O)s1 under Nrf2 block: -18%

# Next records follow:
SMILES,MmCpn inh,TGFb SMAD3 inh,HepG2 tox,Nrf2 ARE act,Nrf2 block,Akt phos inh,A549 tox,Abeta yeast res,CCT chaperon mod
CC(=O)NC1(c2ccccc2)CCN(c2nc(C)cc(C)n2)CC1,0%,3%,-24%,0.1%,16%,i,-6%,5%,-2.4
Cc1nc2ccccc2nc(C)c1=NOCc1ccccc1Cl,1%,-20%,6%,-0.3%,-9%,i,10%,-19%,-4.5
CCn1nnc2cc(C(=O)OCC(=O)N(C)Cc3cccc(F)c3)ccc21,0%,-3%,-3%,-0.1%,1%,i,-1%,3%,-1.2
COCCN1Cc2cccc(C(=O)NCc3cccs3)c2C1=O,-2%,8%,9%,-0.5%,14%,i,4%,-1%,1.6
O=C(Nc1ccccc1C(=O)N1CCCCCC1)c1cccc(S(=O)(=O)N2CCOCC2)c1,2%,-1%,-6%,-0.7%,13%,i,1%,12%,-4.1
O=C1C=CC(=O)N1CCCCCCN1C(=O)C=CC1=O,-1%,4.5µM*,-110%,-3.2%,u,i,u,-94%[inhibitor],-4.0
CCN(CC)CCC(c1ccc2c(c1)OCO2)c1c(O)cc(OC)cc1OC (stereo not given),0%,-20%&9%,-28%&-2%,4.5%,13%&7%,i,5%&-3%,8%,1.7
CCCCCOC(=O)c1[nH]c2c(c1C)C(=O)C(C(=O)OC)C(C)C2 (stereo not given),2%,u,-4%,7.2%,-4%,i,-2%,-8%,0.1
Cc1cc(N/C=C(\C#N)S(=O)(=O)c2ccc(Cl)cc2)nc(C)n1,-1%,18%,7%,-0.3%,-5%,i,-7%,3%,0.6
CCC1CN(C(=O)NCc2ccccc2)c2ccccc2O1 (stereo not given),-1%,6%,14%,-0.6%,-10%,i,0%,17%,0.0
COc1ccc(Cc2c(C(C)(C)C)nc3ccc(Cl)cn23)c(C)c1,x,u,-37%,1.0%,x,i,x,5%,-0.9
CCOC(=O)C1=CCN(S(=O)(=O)c2ccccc2C)C1c1ccc(Cl)c(Cl)c1 (stereo not given),x,u,-23%,12%,x,i,x,-6%,-0.2
CC(=O)Cc1nsc(NC(=O)c2ccccc2)n1,-1%,5%,-1%,1.8%,u,i,-2%,1%,-3.5
CCN1CCN(Cc2oc(CO)cc(=O)c2O)CC1,0%,-5%,-1%,0.1%,7%,i,-3%,7%,-2.4
O=C(NC1CCCC1)C(c1ccccn1)N(C(=O)c1csnn1)c1ccccc1Br (stereo not given),2%,-16%,-20%,-1.3%,-5%,i,1%,-4%,-0.1
Cc1cccc(C(C)n2nnc3ccccc32)c1O (stereo not given),2%,-11%,-2%,0.0%,-11%,i,7%,10%,-6.7
CCOC(=O)c1ccccc1NC(=O)c1c(F)c(F)c(F)c(F)c1F,0%,-8%,-21%,21%,-26%,i,-5%,-23%,-2.6
COc1ccc(C2NC(=S)N3C(c4ccc(OC)cc4)NC(=S)N23)cc1 (stereo not given),1%,0%,15%,5.0%,u,i,-3%,19%,1.4
CCOC(=O)Cc1csc(NS(=O)(=O)c2ccc([N+](=O)[O-])cc2)n1,-1%,2%,3%,-0.3%,-14%,i,-6%,5%,-1.9
COc1ccc(NC(=O)NNC(=O)COc2ccc3cc(Br)ccc3c2)cc1,-1%,0%,0%,0.2%,u,i,1%,3%,-1.4

# A portion taken from the entries so far:
SMILES,MmCpn inh,TGFb SMAD3 inh,HepG2 tox,Nrf2 ARE act,Nrf2 block,Akt phos inh,A549 tox,Abeta yeast res,CCT chaperon mod
COc1ccc(Cc2c(C(C)(C)C)nc3ccc(Cl)cn23)c(C)c1,x,u,-37%,1.0%,x,i,x,5%,-0.9
CCOC(=O)C1=CCN(S(=O)(=O)c2ccccc2C)C1c1ccc(Cl)c(Cl)c1 (stereo not given),x,u,-23%,12%,x,i,x,-6%,-0.2
CC(=O)Cc1nsc(NC(=O)c2ccccc2)n1,-1%,5%,-1%,1.8%,u,i,-2%,1%,-3.5
CCN1CCN(Cc2oc(CO)cc(=O)c2O)CC1,0%,-5%,-1%,0.1%,7%,i,-3%,7%,-2.4
O=C(NC1CCCC1)C(c1ccccn1)N(C(=O)c1csnn1)c1ccccc1Br (stereo not given),2%,-16%,-20%,-1.3%,-5%,i,1%,-4%,-0.1

# Single records (already shown):
# CCOC(=O)C1=CCN(S(=O)(=O)c2ccccc2C)C1c1ccc(Cl)c(Cl)c1 (stereo not given) reads MmCpn inh = x; TGFb SMAD3 inh = u; HepG2 tox = -23%; Nrf2 ARE act = 12%; Nrf2 block = x; Akt phos inh = i; A549 tox = x; Abeta yeast res = -6%; CCT chaperon mod = -0.2
# CC(=O)Cc1nsc(NC(=O)c2ccccc2)n1 reads MmCpn inh = -1%; TGFb SMAD3 inh = 5%; HepG2 tox = -1%; Nrf2 ARE act = 1.8%; Nrf2 block = u; Akt phos inh = i; A549 tox = -2%; Abeta yeast res = 1%; CCT chaperon mod = -3.5

# Other results follow.
SMILES,MmCpn inh,TGFb SMAD3 inh,HepG2 tox,Nrf2 ARE act,Nrf2 block,Akt phos inh,A549 tox,Abeta yeast res,CCT chaperon mod
Cc1ccc(S(=O)(=O)NC(CC(C)C)C(=O)N2CCN(C/C=C/c3ccccc3)CC2)cc1 (stereo not given),0%,u,-12%,3.4%,u,i,-16%,8%,8.0
Cc1ccccc1C(=O)NCC(c1ccco1)N1CCc2ccccc2C1 (stereo not given),40µM*,4%,-15%,-0.5%,12%,i,-6%,19%,-1.8
Cc1cc(C)nc(NNC(=O)c2ccccc2O)n1,3%,-9%,-49%,3.4%,u,i,-6%,-20%,0.9
CN1CCC(N(C)C(=O)/C=C/c2cn(-c3ccccc3)nc2-c2cccs2)CC1,0%,u,-56%,12%,u,i,-41%,-15%,-5.1
COc1ccc(C(=O)NC(=S)NCc2cccnc2)cc1Br,-28%,-3%,-16%,6.3%,-17%,i,1%,-10%,3.0
CCOc1ccc(CN2CCN(CC3=Cc4cccc(OC)c4OC3)CC2CCO)cc1 (stereo not given),-9%,u,-37%,0.5%,-9%,i,-13%,2%,0.4
COc1ccc2oc(=O)c(-c3csc(/C(C#N)=C/c4ccc(F)cc4)n3)cc2c1,x,u,0%,0.3%,1%,x,0%,-3%,x
COc1ccc(-c2cc(C)no2)cc1S(=O)(=O)Nc1cccc(CN2CCCC2)c1,1%,-4%,-24%,7.8%,5%,i,11%,-8%,0.8
CC(=O)NC12CC3CC(C1)CC(C(=O)N1CCN(S(=O)(=O)c4cccc(F)c4)CC1)(C3)C2,1%,64%,-1%,1.0%,-1%,i,0%,4%,-0.3
CC(C)(C)S(=O)(=O)c1cnc(-c2ccccn2)nc1N,1%,9%,3%,1.6%,9%,i,6%,14%,-0.1
CCOC(=O)N1CCN(CC(=O)N2c3ccccc3CC2C)CC1 (stereo not given),1%,-1%,-20%,0.3%,-18%,i,x,-1%,0.2
N/C(=N\OC(=O)CCC1CCCC1)c1cccnc1,-16%,15%,3%,0.3%,24%,i,-5%,14%,-2.1
O=C(c1ccco1)N1CCN(C(=O)c2ccc(COc3ccc4c(c3)CCC4)o2)CC1,0%,-1%,-34%,-0.2%,u,i,4%,2%,1.1
O=C(CSc1nccn1C1CCCC1)Nc1cc(C(F)(F)F)ccc1Cl,x,-21%,-20%,3.2%,x,x,-4%,14%,x
COc1ccc2cc(CCNC(=O)c3cccs3)c(=O)[nH]c2c1,4%,3%,8%,2.7%,u,i,0%,16%,-1.5
O=C(c1cc(-c2cccnc2)nc2ccccc12)N1CCN(S(=O)(=O)c2ccc(Cl)s2)CC1,x,-23%,3%,3.8%,-1%,i,-9%,-8%,-1.7
CC(=O)Nc1ccc(N2CCOCC2)c([N+](=O)[O-])c1,-11%,-18%,-9%,0.4%,-15%,i,-7%,-6%,1.1
